# High-throughput results deposited in PubChem BioAssay by National Center for Advancing Translational Sciences (NCATS).
# Pf growth 48h – Primary qHTS for delayed death inhibitors of the malarial parasite plastid, 48 hour incubation | P. falciparum luciferase growth in erythrocytes, 48 h | Potency, µM (top dose mostly 28.7 µM), for the others: at the highest dose activity change, negative = inhibition, usual class: inhibitors | 5.9% of 310,000 active | AID 504832, 2011; also: potency is read from the fitted curve at half-maximal effect; % is scaled to controls: 0 for no effect and ±100 for the full control effect
#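 Growth was read as firefly luciferase luminescence after a 48 h, 37 C, 5% CO2 exposure of compounds to reporter-bearing P. falciparum cultures (0.1% parasitemia, 2% hematocrit final) in Albumax-supplemented RPMI 1640.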
# Pf growth 96h – Primary qHTS for delayed death inhibitors of the malarial parasite plastid, 96 hour incubation. AID 504834, 2011. Potency, µM (top dose mostly 28.7 µM), inactives show at the top dose activity change, negative = inhibition, most hits filed as inhibitors. 6.9% of 320,000 active. P. falciparum luciferase reporter growth, 96 h; also: potency is read from the fitted curve at half-maximal effect; % is scaled to controls: 0 for no effect and ±100 for the full control effect
#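 96 h incubation, 37 C, 5% CO2, of luciferase-reporter P. falciparum-infected RBCs (2% hematocrit, 0.05% parasitemia final) with test compounds; endpoint luminescence.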
# CHX counter – Cycloheximide Counterscreen for Small Molecule Inhibitors of Shiga Toxin; cell reporter, cycloheximide protein synthesis inhibition counterscreen; max response, %; 12% of 300,000 active; in the data active = max response mostly above about 13%, no sharp cut-off; inactive = mostly below about 14%; also: read at 38.3 µM for the half of the compounds with a filed dose; 0% is about no effect
# Shiga inhibitor – A qHTS for Small Molecule Inhibitors of Shiga Toxin. Vero cells, Shiga toxin protein synthesis inhibition reporter. inhibition, % at 38.7 µM. 9.2% of 290,000 active; in the data active = inhibition mostly above about 28%, no sharp cut-off; inactive = mostly below about 43%; also: 0% is about no effect
# Tb PYK inh – qHTS of Trypanosoma Brucei Inhibitors; Potency, µM (titrated, usually from 76.8 µM), inactives show top-dose activity, negative = inhibition, actives largely listed as inhibitors; pyruvate kinase (Trypanosoma brucei), Q57TT1; 0.12% of 410,000 active; TbPYK enzyme, Kinase-Glo Plus ATP luminescence, 45 min; also: potency is read from the fitted curve at half-maximal effect; % is scaled to controls: 0 for no effect and ±100 for the full control effect; nearly all actives have a fitted effect of over 50% in size
#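 ADP (130 uM final) triggers the TbPYK reaction after compound addition; incubation is 45 min at room temperature. Kinase-Glo Plus is then added and luminescence imaged. Normalized data are fitted to concentration-effect curves.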
# LmPK inhibitor – qHTS Assay for Inhibitors of Leishmania Mexicana Pyruvate Kinase (LmPK) | Q27686 | purified LmPK, Kinase-Glo ATP luminescence, 1 h | Potency, µM (titrated, usually from 57.5 µM), for inactives: at the highest dose activity change, negative = inhibition, most hits filed as inhibitors | 0.37% of 290,000 active; also: potency is read from the fitted curve at half-maximal effect; % is scaled to controls: 0 for no effect and ±100 for the full control effect
# Target sequence (Q27686 whole entry, looked up): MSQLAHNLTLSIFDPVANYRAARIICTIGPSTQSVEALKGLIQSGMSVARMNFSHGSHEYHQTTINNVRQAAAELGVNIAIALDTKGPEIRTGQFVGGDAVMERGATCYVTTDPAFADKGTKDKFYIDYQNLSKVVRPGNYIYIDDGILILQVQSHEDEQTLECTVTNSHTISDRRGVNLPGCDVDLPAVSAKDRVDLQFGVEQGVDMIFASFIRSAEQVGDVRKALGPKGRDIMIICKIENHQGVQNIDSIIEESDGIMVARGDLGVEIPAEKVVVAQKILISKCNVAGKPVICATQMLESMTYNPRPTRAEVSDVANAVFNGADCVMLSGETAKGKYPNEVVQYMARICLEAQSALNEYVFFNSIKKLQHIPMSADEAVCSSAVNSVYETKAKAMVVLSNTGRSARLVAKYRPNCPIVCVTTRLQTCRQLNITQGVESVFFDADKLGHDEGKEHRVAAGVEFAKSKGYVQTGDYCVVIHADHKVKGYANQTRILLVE
#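 Pyruvate kinase activity monitored as ATP production (luciferase luminescence). Conditions: 0.1 nM enzyme, 0.5 mM PEP, 0.1 mM ADP, 1 h, RT; normalized against uninhibited and no-enzyme wells.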
# HCV inh – qHTS Assay for Inhibitors of Hepatitis C Virus (HCV). Huh7.5.1 HCVcc-Cre infection, luciferase reporter, 44 h. Potency, µM (doses to about 41.8 µM), inactives show at the highest dose activity change, negative = inhibition, usual class: inhibitors. 3.4% of 340,000 active. AID 651820, 2012; also: potency is read from the fitted curve at half-maximal effect; % is scaled to controls: 0 for no effect and ±100 for the full control effect
#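 Seed cells (1,000/well) for 4 h; treat with compound and infect with HCVcc-Cre, moi about 0.5. Incubate 44 h, then detect luciferase activity.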
# An asterisk follows results filed as active; ? = inconclusive; . = not tested or not shown; & = joins results of further samples; [ ] = another dose, or the depositor's remark. Unless noted, calls follow the shape of the dose curve; as a rule, active = well fitted curve in the direction sought with a large enough effect; inconclusive = small, poorly fitted or top-dose-only effect, or another doubt; inactive = no such curve, though single readings can be large; an effect the other way counts as inactive or inconclusive. Hits appear at their usual frequency; about 24% have a hit in one of these screens.
SMILES,Pf growth 48h,Pf growth 96h,CHX counter,Shiga inhibitor,Tb PYK inh,LmPK inhibitor,HCV inh
NC(=O)C1(N2CCCCC2)CCN(CC(=O)Nc2ccccc2Sc2ccccc2)CC1,?,?,-3,-5,-4%,4%,6%
C(=C\c1ccccc1)/C=N/Nc1nc2ccccc2s1,136%[activator],122%[activator],34*,95*,2%,2%,-7%
O=C(CCCN1C(=O)c2ccccc2C1=O)Oc1ccc(Cl)cc1,14%,.,-3,-10,-12%,0%,2%
COc1ccc(-c2nnc(SCC(=O)NC3CCCCC3)o2)cc1OC,.,?,-2,2,-5%,0%,-6%
OCCNc1nc(N2CCCCC2)nc2ccccc12,?,-2%,-3,-8,-4%,-3%,-6%
COc1cccc(NC(=O)COc2nc3ccccc3nc2C)c1,-10%,-16%,-4,-1,-15%,-3%,18%
COc1ccc(-c2n[nH]c(=S)n2-c2ccc(Br)cc2)cc1OC,4%,6%,1,-9,4µM*,18µM*,16%
Cc1ccccc1S(=O)(=O)Cc1ccc(C(=O)NC2CCC(C)CC2)o1 (configuration not stated),?,-23%,8,15,-13%&3%,4%,-29%
Cc1nc2c(C)cccn2c(=O)c1NC(=O)c1ccco1,24%,5%,.,.,-7%,.,14%
O=C(CN1CCSCC1)N1CCc2[nH]c3ccc(Br)cc3c2C1,?,63%[activator],14,-7,.,8%,-10%
Cn1c(N2CCCC2)nc2c1c(=O)n(Cc1cccc(F)c1)c(=O)n2C,?,10µM*,-1,-5,2%,6%,?
C=CCNc1nc2c(c(=O)n(C)c(=O)n2C)n1CC,4%,-7%,-1,-6,-2%,-1%,8%
Cc1cccc(C(=O)O/N=C2\CCS(=O)(=O)c3sccc32)c1,?,?,16,-5,0%,-2%,15%
Cc1ccnc2nc(C(=O)OCC(=O)NCc3cccc(Cl)c3)nn12,18%,19%,.,.,0%,.,3%
CC1CCN(C(=O)c2ccc3c(c2NCCO)C(=O)c2ccccc2C3=O)CC1,?,.,3,-4,-16%,?,-24%
COc1ccc(/C=N/NC(=O)CN2CCSCC2)cc1C,16%,7%,18*,26,0%,-2%,21%
CC(C)OC(=O)C1CC=CCC1C(=O)Nc1ccc(Cl)cc1 (configuration not stated),.,108%[activator],-3,-8,-1%,-9%,-12%
COCCn1nnnc1C(CC(C)C)N1CCN(c2nc3ccccc3s2)CC1 (configuration not stated),?,11%,1,-9,4%,15%,18%
CCCCC(=O)NC(=S)Nc1cccc(NC(=O)c2ccccc2)c1,35%[activator][5.75 µM],28%,6,39,-2%,4%,-20%
CC(C)n1nnnc1SCC(=O)Nc1ccc2c(c1)OCCO2,111%[activator],156%[activator],57*,117*,.,3%,.
COCCOC(=O)C1=C(C)N=C2SCCC(=O)N2C1c1cccc(Br)c1 (configuration not stated),-6%,.,-3,-2,.,-16%,-4%
O=C(C(Cc1ccccc1)n1cccc1)N1CCN(c2ccccc2)CC1 (configuration not stated),.,?,5,-2,6%,0%,-26%
COc1ccccc1-c1nnc(NC(=O)c2ccc3c(c2)OCO3)s1,37%[activator],31%[activator],-3,12,4%,-2%,18%
COc1ccc(C=O)cc1Cn1ccnc1C,0%,?,-4,-4,3%,4%,7%
CC(=O)N1c2ccc(S(=O)(=O)N3CCC(C(=O)N4CC(C)CC(C)C4)CC3)cc2CC1C (configuration not stated),?,-12%,7,-4,4%,9%,-12%
COc1ccc(NC(=O)NCCN2CCCCC2)cc1,143%[activator],5%,-1,18,4%,9%,14%
CCOCc1nnc(NC(=O)c2ccc(OC)cc2)s1,106%[activator],52%[activator],22*,48*,2%,7%,6%
Cc1noc(C)c1S(=O)(=O)Nc1ccc(C(=O)NC2CCCCC2)cc1,-3%,-13%,-1,-7,-5%,-1%,16%
COC(=O)c1ccc(CN2CCCC(C(=O)c3ccccc3OC)C2)cc1 (configuration not stated),0%,-6%,-1,-5,3%,-7%,-4%
CCCCc1nnc(NC(=O)c2ccc(N3CCCC3=O)cc2)s1,-15%,51%,.,.,8%,.,-17%
Cc1ccc(-c2[nH]n3c(=O)c4c(nc3c2C)CCCC4)cc1,0.046µM*,-28%,3,-5,.,-1%,8%
Cn1c(NC(=O)/C=C\c2ccccc2)cc(=O)n(C)c1=O,113%[activator],77%[activator],36*,80*,-1%,-11%[11.5 µM],-20%
COc1ccc(C(=O)c2ccc(C)cc2)c(O)c1,54%[activator],45%[activator],.,.,-8%,.,.
COc1cc(CN2CCC(C(=O)NCCC(C)C)CC2)ccc1OCc1ccccc1,3%,26%,25*,101*,7%,1%,?
O=[N+]([O-])c1cccnc1NCCNc1ncc(C(F)(F)F)cc1Cl,188%[activator],96%[activator],39*,77*,?,-2%,-17%
Nc1nnn(CC(=O)N/N=C/c2cccc(Cl)c2)n1,13%,32%[activator],-2,-11,-3%,-7%,10%
O=C1CCN(CCc2ccccc2)CCN1[C@H](CSc1ccccc1)c1ccccc1,?,?,15*,13,1%,1%,?
O=C(CBr)c1ccc([N+](=O)[O-])c(CS(=O)(=O)c2ccc(Cl)cc2)c1,2%[0.00184 µM],0%,7,11,-3%,?,-23%
Cc1nc(-c2ccccc2)sc1C1(C)CC(c2ccc(OC(F)(F)F)cc2)=NO1 (configuration not stated),32%[activator],49%[activator],-4,-5,0%,-2%,-8%[8.37 µM]
Cc1cc(C(=O)Nc2ccccc2C)c2ccccc2n1,4%,0%,-1,.,1%,9%,19%
C/C(=N\Nc1ccc(S(=O)(=O)Nc2ccc(Cl)cc2)cc1[N+](=O)[O-])c1ccc(N2CCOCC2)cc1,?,4.1µM*,-3,-5,1%,-3%,?
COc1ccc(NC(=O)c2ccco2)cc1NC(=O)COc1ccccc1[N+](=O)[O-],36%[activator],.,-2,.,-5%,0%,?
CC(C)OC(=O)Cc1ccccc1,12%,36%[activator],.,.,-4%,.,17%
COCC1CCCN(C(=O)c2cc(COc3cncc(Cl)c3)on2)C1 (configuration not stated),107%[activator],?,41*,101*,-8%,0%,?
Cc1ccsc1/C=N/n1c(C2CCCCC2)n[nH]c1=S,-4%,74%[activator],-5,-11,?,5%,11%
O=C(c1ccco1)N1c2ccccc2Sc2ccccc21,?,18%,6,13,-3%,4%,15%
COc1ccc(S(=O)(=O)N(C)CC(=O)Nc2ccccc2SC)cc1,?,92%[activator],-3,-2,1%,2%,6%
O=C(CN1CCN(c2ccc([N+](=O)[O-])cc2)CC1)c1ccccc1,.,?,0,23,-2%,9%,-12%
C(#Cc1ccc2c(c1)COc1c3ccccc3nn1-2)c1ccccc1,?,?,.,.,-8%,.,-17%
CC1(C)SC2C(NC(=O)C(C(=O)O)c3ccccc3)C(=O)N2C1C(=O)O (configuration not stated),-5%,1%,.,.,3%,.,.
Cc1ccc(C(=O)COC(=O)CN2C(=O)C3C4C=CC(C4)C3C2=O)cc1[N+](=O)[O-] (configuration not stated),9%,74%[activator],4,17,-9%,2%,1%
Cc1c(C)c2ccc(OCC(=O)N3CCC(C(=O)O)(c4ccccc4)CC3)cc2oc1=O,?,2%,0,9,-2%,-8%,-22%
COc1ccccc1N1CCN(Cc2cc(C)c(C)cc2O)CC1,.,0.33µM*,6,-4,-3%,9%,?
NC(=O)C1CCN(C(=O)COc2ccc(Nc3ccccc3)cc2)CC1,-5%,-16%,0,26,-16%,-3%,5%
CC1CCCC(C)N1C(=O)CN1C(=O)NC2(CCOc3ccccc32)C1=O (configuration not stated),-2%,-3%,.,.,5%,.,1%
CCN1C(=O)/C(=C2\SC(=S)N(CC3CCCO3)C2=O)c2ccccc21 (configuration not stated),.,7%,-3,-14,.,1%,.
O=c1cnnc(N/N=C/c2ccccn2)[nH]1,?,?,-2,-18,-17%,-2%,6.3µM*

# Entries from the list above that contain a Cl atom:
SMILES,Pf growth 48h,Pf growth 96h,CHX counter,Shiga inhibitor,Tb PYK inh,LmPK inhibitor,HCV inh
O=C(CCCN1C(=O)c2ccccc2C1=O)Oc1ccc(Cl)cc1,14%,.,-3,-10,-12%,0%,2%
Cc1ccnc2nc(C(=O)OCC(=O)NCc3cccc(Cl)c3)nn12,18%,19%,.,.,0%,.,3%
CC(C)OC(=O)C1CC=CCC1C(=O)Nc1ccc(Cl)cc1 (configuration not stated),.,108%[activator],-3,-8,-1%,-9%,-12%
O=[N+]([O-])c1cccnc1NCCNc1ncc(C(F)(F)F)cc1Cl,188%[activator],96%[activator],39*,77*,?,-2%,-17%
Nc1nnn(CC(=O)N/N=C/c2cccc(Cl)c2)n1,13%,32%[activator],-2,-11,-3%,-7%,10%
O=C(CBr)c1ccc([N+](=O)[O-])c(CS(=O)(=O)c2ccc(Cl)cc2)c1,2%[0.00184 µM],0%,7,11,-3%,?,-23%
C/C(=N\Nc1ccc(S(=O)(=O)Nc2ccc(Cl)cc2)cc1[N+](=O)[O-])c1ccc(N2CCOCC2)cc1,?,4.1µM*,-3,-5,1%,-3%,?
COCC1CCCN(C(=O)c2cc(COc3cncc(Cl)c3)on2)C1 (configuration not stated),107%[activator],?,41*,101*,-8%,0%,?
